From PubChem
S1P3 antagonist: S1P3 (human) receptor antagonism; Q99500; CHO S1P3 NFAT-BLA reporter, FRET fluorescence, antagonist mode; inhibition, % at 4.98 µM; actives 0.27% (n = 170,000);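 active = inhibition above the plate cutoff, the mean inhibition of test wells on that plate plus 3 SD, cut at about 28% in these data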;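 note: cells challenged with S1P at its EC80 of 0.8 µM; blue over green emission ratio from cleaved BLA substrate after 4 h stimulation; 0% = S1P-stimulated wells and 100% = unstimulated DMSO-only wells; some compounds past the cut are filed as inactive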
Target sequence (Q99500 whole entry, looked up): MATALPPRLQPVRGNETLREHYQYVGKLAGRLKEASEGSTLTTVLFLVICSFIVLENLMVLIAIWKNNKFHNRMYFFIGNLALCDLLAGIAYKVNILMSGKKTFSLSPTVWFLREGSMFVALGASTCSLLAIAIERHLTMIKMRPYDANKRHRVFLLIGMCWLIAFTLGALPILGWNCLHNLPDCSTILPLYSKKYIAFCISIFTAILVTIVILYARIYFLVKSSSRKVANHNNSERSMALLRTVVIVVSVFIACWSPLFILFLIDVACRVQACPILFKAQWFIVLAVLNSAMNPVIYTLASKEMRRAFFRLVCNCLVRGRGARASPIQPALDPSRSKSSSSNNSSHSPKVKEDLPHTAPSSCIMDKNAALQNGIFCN
TNAP inh noacc: inhibitors of human TNAP without phosphate acceptor; inhibition, % at 20 µM; AID 1012; P05186; actives 0.26% (n = 200,000); purified TNAP, CDP-star luminescence, 30 min;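 active = tissue-nonspecific alkaline phosphatase inhibition above about 50% at 20 µM in the single-dose screen, limit read from the data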;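 note: 0% = DMSO negative control and 100% = EDTA positive control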
Redox H2O2 prof: compounds producing H2O2 with reducing agent – biochemical, NIH compound library profiling, artefact control for MLSCN library redox annotation, primary screen; DTT-dependent redox cycling H2O2, phenol red/HRP absorbance; 100% = 100 µM peroxide control, 0% = buffer; activation, % at 10 µM; actives 0.03% (n = 200,000); AID 878;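 active = activation of at least 50% relative to the plate's high and low controls in the primary single-dose screen; inactive = activation below 50%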;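 note: compound incubated with DTT at 0.8 mM final as the reducing agent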
Hsp70 act: transcriptional activators of Hsp70 | actives 0.04% (n = 200,000) | HeLa Hsp70 promoter luciferase reporter, luminescence; scaled: vehicle 0, proteasome-inhibitor control 100% | activation, % at 10 µM;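 active = activation above the mean across all tested compounds plus 3 SD, cutoff set per campaign, cut at about 5.5% in these data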;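 note: 100% = MG132 at 30 µM as the positive control and 0% = DMSO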
Efa HMGR inh: E. faecalis class II HMG-CoA reductase inhibition; actives 0.41% (n = 190,000); AID 1066; inhibition, % at 10 µM; purified E. faecalis HMGR, NADPH absorbance 340 nm kinetic;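 active = inhibition above a set limit, the median over all tested compounds plus 3 SD, cut at about 9.5% in these data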;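 note: enzyme runs in reverse so mevalonate oxidation gives rising NADPH absorbance; 0% = complete reaction with DMSO and 100% = background rate lacking mevalonate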
PMI act hi M6P: increases human PMI activity with near-saturating mannose 6-phosphate | actives 0.34% (n = 190,000) | coupled PMI enzyme assay, resazurin fluorescence, 20 min; hits give high values; 1 = untreated enzyme, 0 = substrate-free blank | P34949 | activation factor at 20 µM;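 active = activation factor of 2 or more at 20 µM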
Target sequence (P34949 whole entry, looked up): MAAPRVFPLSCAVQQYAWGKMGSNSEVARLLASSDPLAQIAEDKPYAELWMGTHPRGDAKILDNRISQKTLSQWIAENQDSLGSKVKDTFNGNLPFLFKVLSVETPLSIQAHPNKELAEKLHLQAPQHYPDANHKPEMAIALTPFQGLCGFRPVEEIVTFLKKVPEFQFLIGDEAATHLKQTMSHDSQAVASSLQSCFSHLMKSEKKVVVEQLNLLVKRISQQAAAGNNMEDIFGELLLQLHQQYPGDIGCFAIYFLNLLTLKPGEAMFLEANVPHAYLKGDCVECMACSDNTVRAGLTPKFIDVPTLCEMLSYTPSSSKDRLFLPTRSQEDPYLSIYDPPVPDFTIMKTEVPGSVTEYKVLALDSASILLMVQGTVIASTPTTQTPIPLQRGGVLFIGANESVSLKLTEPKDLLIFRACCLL
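Test system – human PMI in coupled enzyme assay · Timing – 20 min incubation at room temperature · Detection – Diaphorase-driven resazurin-to-resorufin fluorescence, excitation 544, emission 590 nm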
RAM network inh: yeast RAM network inhibition; S. cerevisiae dse1pr::URA3 reporter, 5-FOA growth OD615, 2 d; analog-sensitive cbk1-as2 kinase mutant strain; inhibition, % at 50 µM; actives 1.8% (n = 190,000); AID 868;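 active = inhibition above a set limit, 3 SD over mean compound inhibition, cut at about 8.4% in these data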;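 note: 0% = DMSO-only wells with no growth and 100% = 10 µM 1-NA-PP1 full growth; inhibition rescues growth on 5-FOA so higher OD means more RAM inhibition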
Lmaj promast: reduces viability of Leishmania major promastigotes; resazurin fluorescence viability; inhibition, % at 10 µM; actives 9% (n = 200,000); in the data active = inhibition above about 50%;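 note: promastigotes grown with compound for 44 hours at 28 °C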
TNAP inh hiacc: inhibitors of human TNAP at high phosphate acceptor concentration; inhibition, % at 20 µM; purified TNAP, CDP-star luminescence, 1 M DEA; P05186; actives 0.03% (n = 200,000);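 active = over 50% inhibition of tissue-nonspecific alkaline phosphatase at 20 µM in the single-dose screen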;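 note: plate controls were DMSO wells for no effect and EDTA-quenched wells as full inhibition for full effect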
PMI act: phosphomannose isomerase (human) activation | P34949 | purified human PMI, coupled resazurin fluorescence, 20 min; hits give high values; 1 = vehicle control, 0 substrate-free wells | activation factor at 20 µM | actives 0.005% (n = 190,000);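 active = activation factor of 2 or more at 20 µM, relative to plate controls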
An asterisk follows results filed as active; x = not tested or not shown.

SMILES	S1P3 antagonist	TNAP inh noacc	Redox H2O2 prof	Hsp70 act	Efa HMGR inh	PMI act hi M6P	RAM network inh	Lmaj promast	TNAP inh hiacc	PMI act
Cc1ccc(S(=O)(=O)/N=C(\CSC(N)=O)Nc2ccccc2)cc1	x	-28	0.6	-0.5	-6	0.9	-0.8	-4	-6	0.9
c1ccc(-c2cn3nc(-c4ccccc4)cnc3n2)cc1	6	14	0.5	-0.2	-4	2.6*	5.8	-6	0	1.8
Cc1ccc2c(c1)nnn2C1CCN(C(=O)Nc2ccccc2C)CC1	-13	-8	0.0	0.0	-1	1.1	2.0	19	-2	1
COc1ccc(OC)c(NC(=O)c2[nH]c(C)c(C(C)=O)c2C)c1	11	-13	0.4	-0.1	-2	1	1.3	2	-7	1.1
O=C(CSc1nncs1)Nc1ccc2c(c1)OCCO2	x	-17	0.6	0.1	0	1	2.3	-3	-2	1.1
COc1ccc(N2CCn3c2nc2c3c(=O)n(CCN3CCOCC3)c(=O)n2C)cc1	-36	1	x	x	x	1.1	x	x	-13	1.2
CCc1c(C)nc(N)nc1OCC(F)(F)C(F)F	10	-9	1.0	-0.1	-1	0.8	0.5	-1	-6	1
CCN(CC)S(=O)(=O)c1ccc(OC)c(NC(=S)Nc2ccc(C)c(C)c2)c1	9	-38	-0.2	0.1	-3	1	2.3	62*	1	0.9
CCS(=O)(=O)Nc1ccc(Cc2ccncc2)cc1	-20	-5	-0.6	-0.6	1	1	1.0	1	-2	0.9
CCC(C)NCCOCCOc1ccc(C)cc1Br (stereo unspecified)	x	-8	2.9	-0.2	-3	1	2.0	90*	-1	0.9
O=C(Nc1cccnc1)c1ccccc1NS(=O)(=O)c1ccc(F)cc1	-14	-7	0.7	-0.3	-10	1.1	0.6	-3	-2	1.1
Cc1ccc(-c2cc(C(=O)NN3CCOCC3)c3cc(Br)ccc3n2)o1	-12	2	-0.7	0.4	0	1.5	2.2	12	-1	1.4
O=S(=O)(NCc1cccnc1)c1cccn1-c1ncc(C(F)(F)F)cc1Cl	-12	-7	-1.3	-0.4	0	1	-1.1	4	-5	1
CC(NC(=O)CNC(=O)C(Cc1ccccc1)NC(=O)OCc1ccccc1)C(N)=O (stereo unspecified)	-10	-4	0.0	-0.2	-1	1	0.1	2	-2	1
COc1cc2c(cc1OC)C(C)N(C(=O)c1cc3ccccc3o1)CC2 (stereo unspecified)	31	-1	0.6	-0.4	3	1	0.8	8	-6	1.1
C/C(=N/Oc1nc(C)cc(C)n1)c1ccc(Br)cc1	x	18	0.2	-0.2	1	1	0.5	0	-4	1.1
COc1ccc(C2CC(c3cccs3)=NN2C(=O)COC(=O)c2cncc(Br)c2)cc1OC (stereo unspecified)	4	-4	0.6	1.0	-3	0.8	2.4	34	2	0.8
O=c1c(C/C=C/c2ccccc2)c(O)ccn1Cc1cccc(Cl)c1	-15	-8	-0.7	-0.4	-3	0.9	3.7	-4	-3	0.9
CCOC(=O)c1ccc(NC(=O)CCc2nc(-c3cccc(C)c3)no2)cc1	7	2	2.1	-0.5	-2	0.8	5.5	4	-4	0.8
Cc1ccc(OCC(=O)NC(=S)Nc2ccc3c4c(cccc24)CC3)cc1	3	-6	0.0	-0.4	0	1	5.7	-7	-2	1
Cc1nn(-c2ncc(C(F)(F)F)cc2Cl)c(=O)n1-c1ccccc1F	-42	-10	-1.1	-0.1	4	1	1.3	-9	-5	1.1
COc1ccc(O)c(/C=N/n2c(-c3ccco3)csc2=Nc2cccnc2)c1	-10	-14	0.4	0.0	-8	0.9	5.8	91*	-1	0.9
CSCC[C@H](NC(=O)OC(C)(C)C)c1nnc(SCC(=O)N(C)C)o1	-31	-12	-0.5	-0.1	-8	1.1	-0.5	0	-8	1.1
c1ccc(C2(c3ccccc3)OCC(Cn3cncn3)O2)cc1 (stereo unspecified)	-13	5	1.2	-0.2	-8	0.9	0.6	-2	0	1.1
CN(C(=O)COC(=O)c1ccc2[nH]c3c(c2c1)CCCC3)C1CCS(=O)(=O)C1 (stereo unspecified)	5	-1	-0.9	0.1	-7	0.9	3.1	37	3	0.9
CCn1cc(C(=O)N(CCC(C)C)c2c(N)n(Cc3ccccc3)c(=O)[nH]c2=O)c(=O)c2ccc(C)nc21	-4	-10	6.2	-0.4	-1	0.9	1.1	-3	-2	1
COc1cccc(/C=C/C(=O)Nc2ccc3[nH]c(=O)[nH]c3c2)c1	-15	-6	-0.6	-0.3	-6	0.7	4.6	-3	-2	0.8
S=c1[nH]nc(-c2ccccn2)n1/N=C/c1cccc2ccccc12	-2	-45	0.1	-0.2	-4	1	-0.5	50*	6	0.7
CCCCOC(=O)Nc1ccc2c(C)cc(=O)oc2c1	x	-7	2.8	0.0	-2	1	0.9	0	1	1
CC(C)Oc1ccc(CC2CC(=O)NC2=O)cc1 (stereo unspecified)	2	-2	2.4	-0.3	1	1.2	1.4	-7	0	1.2
Clc1ccc(Cc2nnc(-c3ccccc3Br)o2)cc1	7	-8	1.0	-0.1	4	0.8	-1.2	-7	-5	0.9
CN1CCN(c2ccc(NC(=O)COc3ccccc3[N+](=O)[O-])cc2)CC1	6	-5	-0.7	-0.2	-3	1	-0.4	-2	1	1.1
COc1cccc(C(=O)/C=C/Nc2ccc(S(=O)(=O)Nc3nc(C)cc(C)n3)cc2)c1	-6	-25	-0.2	-0.3	0	1	3.2	50	-4	0.9
O=C(N/C(=C/C=C\c1ccccc1)C(=O)N1CCOCC1)c1ccc(Br)cc1	-7	-16	0.2	-0.4	0	1.1	6.8	-8	-4	1
N#Cc1c(C(F)(F)F)cc(-c2ccccc2)nc1SCC(=O)N1CCOCC1	x	-7	2.2	-0.4	8	1.1	0.8	-3	-6	1
COC(CNC(=S)Nc1ccc([N+](=O)[O-])cc1)OC	1	-1	0.0	-0.1	0	0.9	0.7	44	2	1
C=CCOC(=O)C1=C(C)NC(=S)NC1/C=C/c1ccccc1 (stereo unspecified)	x	-1	-4.4	0.3	-3	1	4.3	89*	-2	1
CCC(C)(C)NC(=O)C(c1ccccc1F)N(Cc1ccco1)C(=O)c1csnn1 (stereo unspecified)	-26	-13	0.1	0.1	-4	1	0.8	57*	-7	1
Cc1nc2c3ccccc3n(CC(=O)c3ccc(F)cc3)c(=O)n2n1	-1	4	-2.3	0.4	-2	1.1	2.9	12	2	1.1
Cc1oc(-c2cccc(F)c2)nc1CN1CCCCC1CCc1ccccn1 (stereo unspecified)	2	0	-0.9	-0.1	8	0.9	0.2	16	0	0.9

2 neighbouring compounds already listed:
SMILES	S1P3 antagonist	TNAP inh noacc	Redox H2O2 prof	Hsp70 act	Efa HMGR inh	PMI act hi M6P	RAM network inh	Lmaj promast	TNAP inh hiacc	PMI act
Cc1nn(-c2ncc(C(F)(F)F)cc2Cl)c(=O)n1-c1ccccc1F	-42	-10	-1.1	-0.1	4	1	1.3	-9	-5	1.1
COc1ccc(O)c(/C=N/n2c(-c3ccco3)csc2=Nc2cccnc2)c1	-10	-14	0.4	0.0	-8	0.9	5.8	91*	-1	0.9

More structures
SMILES	S1P3 antagonist	TNAP inh noacc	Redox H2O2 prof	Hsp70 act	Efa HMGR inh	PMI act hi M6P	RAM network inh	Lmaj promast	TNAP inh hiacc	PMI act
COc1cc(C=O)ccc1OCCSc1ccc(Cl)cc1	x	-3	1.0	0.0	-3	1	2.0	3	1	0.9
S=c1[nH]nc(-c2ccc(Br)cc2)n1Cc1ccccc1	-5	12	0.3	-0.3	-6	0.9	3.2	-2	-3	0.9
O=C(N/N=C/c1ccco1)c1cnccn1	x	-4	-4.0	0.1	-2	0.9	1.2	-2	-7	1
CN1CCN(C(=O)c2ccc3c(=O)n(CCc4ccccc4)c(=S)[nH]c3c2)CC1	-22	x	0.9	-0.5	x	x	x	5	x	x

11 compounds out of the list, sorted by molecular weight, high to low.
SMILES	S1P3 antagonist	TNAP inh noacc	Redox H2O2 prof	Hsp70 act	Efa HMGR inh	PMI act hi M6P	RAM network inh	Lmaj promast	TNAP inh hiacc	PMI act
COc1ccc(C2CC(c3cccs3)=NN2C(=O)COC(=O)c2cncc(Br)c2)cc1OC (stereo unspecified)	4	-4	0.6	1.0	-3	0.8	2.4	34	2	0.8
COc1cccc(C(=O)/C=C/Nc2ccc(S(=O)(=O)Nc3nc(C)cc(C)n3)cc2)c1	-6	-25	-0.2	-0.3	0	1	3.2	50	-4	0.9
COc1ccc(N2CCn3c2nc2c3c(=O)n(CCN3CCOCC3)c(=O)n2C)cc1	-36	1	x	x	x	1.1	x	x	-13	1.2
O=S(=O)(NCc1cccnc1)c1cccn1-c1ncc(C(F)(F)F)cc1Cl	-12	-7	-1.3	-0.4	0	1	-1.1	4	-5	1
N#Cc1c(C(F)(F)F)cc(-c2ccccc2)nc1SCC(=O)N1CCOCC1	x	-7	2.2	-0.4	8	1.1	0.8	-3	-6	1
O=c1c(C/C=C/c2ccccc2)c(O)ccn1Cc1cccc(Cl)c1	-15	-8	-0.7	-0.4	-3	0.9	3.7	-4	-3	0.9
Cc1nc2c3ccccc3n(CC(=O)c3ccc(F)cc3)c(=O)n2n1	-1	4	-2.3	0.4	-2	1.1	2.9	12	2	1.1
CCC(C)NCCOCCOc1ccc(C)cc1Br (stereo unspecified)	x	-8	2.9	-0.2	-3	1	2.0	90*	-1	0.9
COc1cc(C=O)ccc1OCCSc1ccc(Cl)cc1	x	-3	1.0	0.0	-3	1	2.0	3	1	0.9
CCS(=O)(=O)Nc1ccc(Cc2ccncc2)cc1	-20	-5	-0.6	-0.6	1	1	1.0	1	-2	0.9
O=C(N/N=C/c1ccco1)c1cnccn1	x	-4	-4.0	0.1	-2	0.9	1.2	-2	-7	1

Random draw from the library; overall some 12% were active at least once.
